# TRb-SRC2 inh – TRbeta-SRC2 interaction inhibition; TRbeta-SRC2 peptide binding, fluorescence polarization; receptor liganded with 1 µM T3; Potency, µM (top dose mostly 106 µM), for inactives: top-dose activity change, negative = inhibition, most hits filed as inhibitors; 280,000 compounds, 0.065% hits; AID 1469;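 further: plate controls were bound peptide for no effect and peptide without receptor for full effect; nearly all actives have a fitted effect of over 50% in size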
#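 Fluorescence polarization of 20 nM Texas Red SRC2 peptide with 0.6 uM human TRb ligand-binding domain, in Tris buffer with 1uM T3 and 5% DMSO. Incubated 5 hr ambient; normalized to unbound and bound controls.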
# KDM4E inh – blocks human JMJD2E demethylase activity. B2RXH2. JMJD2E catalytic domain, FDH-coupled NADH fluorescence (FDH is formaldehyde dehydrogenase). Potency, µM (top dose mostly 57.1 µM), inactives show top-dose activity change, negative = inhibition, actives largely listed as inhibitors. 230,000 compounds, 1.6% hits. AID 2147; active means well fitted inhibition curve with a large enough effect, not every such curve was filed as active; inconclusive means small, poorly fitted or top-dose-only effect, or another doubt; inactive means no such curve, though single readings can be large or run the other way;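 further: 0% = wells with enzyme and -100% = buffer wells without enzyme; nearly all actives have a fitted effect of over 50% in size; many of its hits are not listed in these tables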
# Lamin A splicing – LMNA splicing modulation | HeLa LMNA splicing GFP/RFP minigene ratio, 48 h | Potency, µM (doses to about 46.1 µM), for inactives: at the highest dose ratio change, negative = inhibition, hits mostly inhibitors | 200,000 compounds, 0.01% hits; active means well fitted inhibition curve with a large enough effect in the signal ratio, with a control signal flat, not every such curve was filed as active; inconclusive means small, poorly fitted or top-dose-only effect, or effect the other way, or a change in a side signal; the % refers to the signal ratio; further: on the % scale 0 is the no-effect control and ±100 the full control effect
#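 S3 HeLa cells stably expressing lamin A-EGFP splicing minigene plus DsRed2, 600 cells/well, 48 h compound exposure at 37C. Laser-scanning cytometry; analysed as GFP (500-530 nm)/RFP (575-640 nm) total intensity ratio; 0.5% DMSO vehicle.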
# GoLoco inh red – blocks human Gai1 binding to RGS12 GoLoco peptide, red readout; Potency, µM (top dose mostly 61.6 µM), without a hit: at the highest dose activity, negative = inhibition, actives largely listed as inhibitors; 230,000 compounds, 0.44% hits; Gai1:RGS12 GoLoco peptide FP, rhodamine, 10 min; P63096; active means well fitted inhibition curve with a large enough effect, not every such curve was filed as active; inactive means no such curve, though single readings can be large or run the other way; further: on the % scale 0 is the no-effect control and ±100 the full control effect; nearly all actives have a fitted effect of over 30% in size; many of its hits are not listed in these tables
# Target sequence (P63096 whole entry, looked up): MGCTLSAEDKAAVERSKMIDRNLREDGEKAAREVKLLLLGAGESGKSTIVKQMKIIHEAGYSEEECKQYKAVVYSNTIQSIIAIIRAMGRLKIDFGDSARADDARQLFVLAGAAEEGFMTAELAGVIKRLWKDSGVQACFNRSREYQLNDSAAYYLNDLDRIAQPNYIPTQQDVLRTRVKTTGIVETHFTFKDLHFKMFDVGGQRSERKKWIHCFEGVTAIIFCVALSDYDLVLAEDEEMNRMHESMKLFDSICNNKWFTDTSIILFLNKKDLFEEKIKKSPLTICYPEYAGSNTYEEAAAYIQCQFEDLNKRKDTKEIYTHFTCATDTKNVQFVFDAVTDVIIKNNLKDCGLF
# TR SRC2 fluor cs – Texas Red fluorescence interference in TRb-SRC2 counter-screen. TRb/SRC2 Texas Red total fluorescence interference. Potency, µM (highest dose often 106 µM), inactives show top-dose fluorescence change, negative = quenching. 280,000 compounds, 0.29% hits; active means well fitted curve in either direction with a large enough effect; inconclusive means small, poorly fitted or top-dose-only effect; further: on the % scale 0 is the no-effect control and ±100 the full control effect
#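 Human TRβ ligand-binding domain (0.6 uM) and Texas Red SRC2 peptide (20 nM) in Tris buffer with 1 uM T3 and 5% DMSO were incubated with pinned compound for 5 hr at ambient temperature. Total fluorescence was computed as S + 2P (555/632 nm).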
# RECQ1 helicase – blocks DNA unwinding by human RECQ1; P46063; RECQ1 DNA unwinding, red fluorescence kinetic read; Potency, µM (top dose mostly 57.3 µM), for the others: top-dose activity, negative = inhibition, most hits filed as inhibitors; 240,000 compounds, 0.54% hits;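 further: plate controls were vehicle for no effect and no enzyme for full effect; nearly all actives have a fitted effect of over 30% in size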
#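 50 nM RECQ1T1 preincubated 15 min with compound in Tris pH 8.0 buffer with MgCl2, DTT, Tween-20 and 2.5 ug/ml poly(dI-dC); started with 200 nM TAMRA/BHQ-2 forked duplex and 2 mM ATP. Unwinding read as fluorescence (525/598 nm), two reads 2 h apart.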
# ALDH1A1 inh – inhibitors of human aldehyde dehydrogenase 1A1 | Purified ALDH1A1, NADH fluorescence, propionaldehyde substrate | Potency, µM (titrated, usually from 75.3 µM), for inactives: at the top dose activity, negative = inhibition, usual class: inhibitors | 220,000 compounds, 7.3% hits | AID 1030; active means well fitted inhibition curve with a large enough effect, not every such curve was filed as active; inconclusive means small, poorly fitted or top-dose-only effect, or another doubt; inactive means no such curve, though single readings can be large or run the other way;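 further: plate controls were no enzyme wells and a reference inhibitor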
# Target sequence (P00352 whole entry, looked up): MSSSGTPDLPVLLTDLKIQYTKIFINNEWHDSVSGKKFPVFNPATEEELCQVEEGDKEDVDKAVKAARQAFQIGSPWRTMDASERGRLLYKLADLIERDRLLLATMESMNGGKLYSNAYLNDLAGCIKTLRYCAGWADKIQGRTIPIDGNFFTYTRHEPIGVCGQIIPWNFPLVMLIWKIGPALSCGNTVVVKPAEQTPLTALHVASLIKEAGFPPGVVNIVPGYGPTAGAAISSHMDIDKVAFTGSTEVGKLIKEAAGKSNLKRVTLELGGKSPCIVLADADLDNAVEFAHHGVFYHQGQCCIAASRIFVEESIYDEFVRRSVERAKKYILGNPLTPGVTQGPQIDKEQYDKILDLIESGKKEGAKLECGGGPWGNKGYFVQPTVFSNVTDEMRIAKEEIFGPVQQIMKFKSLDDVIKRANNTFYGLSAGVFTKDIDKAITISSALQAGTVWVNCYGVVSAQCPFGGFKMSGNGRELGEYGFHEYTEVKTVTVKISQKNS
# SMN2 splice up – SMN2 splice variant enhancement; 210,000 compounds, 2.8% hits; AID 1458; HEK293 SMN2-luciferase splicing reporter, luminescence, 30-36 h; Potency, µM (top dose mostly 46.1 µM), without a hit: at the highest dose activity change, positive = activation, usual class: activators; further: % of control where 0% means no effect; nearly all actives have a fitted effect of over 55% in size
#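 HEK293 cells carry an SMN2 […]–luciferase reporter in which exon 7 inclusion puts luciferase in frame. Cells were plated 10-12 h before compound addition, then incubated 30-36 h at 37C. ONE-Glo luminescence was read; sodium butyrate at 4.5 mM final served as control.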
# * marks the source's active call; other numbers are inactive results; i = inactive; ? = inconclusive; · = not tested or not shown; [ ] = another dose, or the depositor's remark. Unless noted, the call rests on the fitted dose curve; in most records, active means well fitted curve in the direction sought with a large enough effect; inconclusive means small, poorly fitted or top-dose-only effect, or another doubt; inactive means no such curve, though single readings can be large; an effect the other way counts as inactive or inconclusive. Potency means the concentration at half of the fitted maximal effect. The list is partial; count on the stated rates, not on these rows.
SMILES,TRb-SRC2 inh,KDM4E inh,Lamin A splicing,GoLoco inh red,TR SRC2 fluor cs,RECQ1 helicase,ALDH1A1 inh,SMN2 splice up
CC(=O)NC(C(=O)OCC(=O)N(c1ccccc1)c1ccccc1)C(C)C (stereo not given),-6%,1%,·,6%,-5%,-3%,·,·
Cc1cc(C)c2c(n1)sc1c(=O)n(CC(=O)c3ccccc3)cnc12,-8%,1%,·,9%,-3%,13%,·,·
CCOC(=O)c1[nH]c(C(=O)O)c(CCC(=O)OC)c1C,-20%,12%,3%,-3%,2%,i,-8%,-2%
CCCNC(=O)Nc1cccc(C(=O)OC)c1,-2%,-6%,·,1%,-1%,-1%,·,·
COc1ccc(C(C)=O)cc1COC(=O)CNC(=O)c1ccccc1F,-6%,-1%,-10%,3%,6%,-5%,7.1µM*,-4%
CCn1c(SCC(=O)c2ccc(Cl)cc2)nnc1-c1cccs1,-17%,-1%,4%,7%,-2%,-5%,1%,-7%
CCCCS(=O)(=O)N1C2=NC(C(=O)OC)=C(C(=O)OC)[C@@H]3Nc4ccccc4[C@]23C[C@H]1C(=O)OC,7%[11.2 µM],-1%[11.4 µM],?,-2%[14.2 µM],-3%[11.2 µM],-17%[11.5 µM],6%[13.5 µM],0%[9.22 µM]
O=P(OC1CCS(=O)(=O)C1)(c1ccccc1)c1ccccc1 (stereo not given),-2%,1%,4%,-3%,0%,-11%,-3%,12%
Cc1c(NS(C)(=O)=O)cccc1-c1nc2cccnc2s1,2%,-27%,·,-5%,1%,14%,·,·
Cc1ccc(C2=Nc3ccccc3N(C(=O)c3ccccc3)C(C)C2)cc1 (stereo not given),-4%,-7%,?,4%,-1%,-8%,-2%,-20%
O=C(Nc1ncc(Br)s1)C(Cc1ccccc1)n1cccc1 (stereo not given),0%,-8%,-15%,15%,3%,-32%,-7%,-7%
COC(=O)c1nnc(-c2ccccc2)c(-c2ccccc2)n1,2%,0%,0%,3%,-5%,i,?,5%
COC(=O)N/N=C/c1ccccc1,-13%,4%,·,4%,1%,-5%,14%,30%
CC(C)(C)c1ccc(NC(=O)Nc2ccc3ccccc3n2)cc1,1%,4%,·,-4%,-5%,-3%,·,·
CC(C)CCNC(=O)CN(CCCN1CCOCC1)C(=O)Cn1nnc(-c2ccc(F)cc2)n1,-2%,-4%,0%,7%,0%,-5%,5%,10%
O=C(O)CCC/C=C\C/C=C\C=C\[C@@H](O)C/C=C\CCCCCO,2%,4%,·,5%,-2%,0%,-7%,-5%
CCOC(=O)C1CCN(C(=O)COC(=O)c2ccc3c(c2)C(=O)N(c2ccc(OCC)cc2)C3=O)CC1,-1%,-17%,-16%[9.22 µM],18%,-1%,-16%,10%,2%
CCn1cc(S(=O)(=O)CC(=O)N2CCc3ccccc32)c2ccccc21,6%,5%,·,1%,0%,-2%,·,·
O=C1CC(c2ccccc2O)Oc2ccc(O)cc21 (stereo not given),-2%,-13%,·,3%,-1%,-5%,-1%,·
COC(=O)[C@@H](NC(=O)NC1CCCc2ccccc21)C(C)C (stereo not given in full),-3%,11%,12%,3%,-1%,0%,14%,-13%

# Look-ups from the list:
# CCCNC(=O)Nc1cccc(C(=O)OC)c1 – KDM4E inh = -6%
# CCCCS(=O)(=O)N1C2=NC(C(=O)OC)=C(C(=O)OC)[C@@H]3Nc4ccccc4[C@]23C[C@H]1C(=O)OC – RECQ1 helicase = -17%[11.5 µM]
# CCn1cc(S(=O)(=O)CC(=O)N2CCc3ccccc32)c2ccccc21 – TRb-SRC2 inh = 6%
# O=C1CC(c2ccccc2O)Oc2ccc(O)cc21 (stereo not given) – KDM4E inh = -13%

# Single records, as listed above. Values in the order: TRb-SRC2 inh	KDM4E inh	Lamin A splicing	GoLoco inh red	TR SRC2 fluor cs	RECQ1 helicase	ALDH1A1 inh	SMN2 splice up
# `COC(=O)c1nnc(-c2ccccc2)c(-c2ccccc2)n1` reads 2%	0%	0%	3%	-5%	i	?	5%
# `O=C1CC(c2ccccc2O)Oc2ccc(O)cc21` (stereo not given) reads -2%	-13%	·	3%	-1%	-5%	-1%	·

# Other records
SMILES,TRb-SRC2 inh,KDM4E inh,Lamin A splicing,GoLoco inh red,TR SRC2 fluor cs,RECQ1 helicase,ALDH1A1 inh,SMN2 splice up
COC(=O)c1c(NC(=O)CN2CCN(C(=O)c3ccco3)CC2)c2c(C)cccc2n1C,5%,?,-7%,-35%,-1%,-5%,?,9%
CCOC(=O)C(=CN(CCc1ccccc1)CC(=O)OC)C(=O)OCC,6%,1%,5%,10%,-1%,i,16%,-5%
Cc1ccc(NC(=O)NNC(=O)c2sccc2-n2cccc2)cc1,5%,10%,-4%[46 µM],7%,-1%,-17%,?,-1%
C[C@]1(C(=O)O)Cc2oncc2C[C@@H]1C(=O)O,-1%[53 µM],4%,-7%,4%,2%[53 µM],-3%,-7%,18%
COCCCNc1ncnc2sc3c(c12)CCC(C)C3 (stereo not given),1%,10%,-13%,11%,-8%,-6%,7%,-22%
COc1cccc(/C=N/NC(=O)c2csc(-n3nc(C)cc3C(F)(F)F)n2)c1,-1%,13%,-10%,-6%,-4%,i,4%,5%
O=C1NC(=O)C2(COC(c3cccnc3)OC2)S1 (stereo not given),-3%,-2%,11%,-8%,-3%,1%,-12%,-2%
CC(C)C(NS(=O)(=O)c1ccc2c(c1)oc(=O)n2C)C(=O)N1CCN(c2ccccc2F)CC1 (stereo not given),7%,-11%,-13%,10%,1%,-13%,-1%,-15%
O=C(N/N=C/c1ccncc1)C1CC1C(=O)N/N=C/c1ccncc1 (stereo not given),-8%,-6%,-8%,1%,-5%,-5%,-3%,-1%
O=C(COC(=O)c1cccc(Cl)c1)NCCN1C(=O)CSC1=O,-9%,10%,6%,6%,0%,-6%,2%,2%
CC(C)(C)c1ccc(C(=O)Nc2ccccc2NC(=O)c2ccco2)cc1,-5%,-11%,-6%,4%,0%,?,-7%,-13%
Cc1ccc(OCC(=O)N2CCN(S(C)(=O)=O)CC2)cc1,0%,7%,·,-2%,-1%,10%,·,·
O=C(Cn1nnc2ccccc21)NC1CCCCC1,-5%,6%,3%,5%,0%,-14%,5%,4%
Cc1ccc(-c2nc(-c3ccccn3)no2)cc1,-1%,5%,-3%,18%,2%,-3%,3%,·
CCOC(=O)N1CCC(NC(=O)C2CCN(S(=O)(=O)N3CCC(C)CC3)CC2)CC1,-15%,-7%,0%,5%,-2%,i,-9%,-27%
CCC(Sc1nc2n[nH]c(C)c2c(=N)n1-c1cc(Cl)ccc1C)C(=O)N1CCOCC1 (stereo not given),5%,-6%,-7%,4%,-2%,-2%,-2%,-12%
CCCNC(=O)Cn1cnc([N+](=O)[O-])n1,0%,11%,-9%,2%,-1%,-6%,14%,-1%
COc1cccc(N/N=C/c2cccc(Br)c2O)c1,-1%,?,·,3%,-2%,-6%,·,·
Cc1ccc(C)c(SCC(=O)Nc2ccc(S(=O)(=O)Nc3ncccn3)cc2)c1,0%,-1%,22%[46 µM],40%[activator],2%,-13%,-11%,·
Cc1ccc(C2=N/C(=C/c3cccs3)C(=O)N2Nc2ccccc2)cc1,3%,3%,-11%,25%,0%,-20%,?,24%
CCc1cccc(CC)c1NC(=O)COC(=O)CC1c2ccccc2CCN1S(=O)(=O)c1ccc(F)cc1 (stereo not given),10%,-12%,-12%,9%,1%,-3%,10%,?
O=C(COc1ccc(F)cc1)OCCN1CCOCC1,-1%,-27%,-1%,4%,0%,-11%,10%,-15%
COc1ccc(CCNC(=O)c2c[nH]c3ccccc3c2=O)cc1OC,-10%,-2%,?,1%,-5%,i,6%,-13%
O=C(NCC1CC1)[C@H]1C[C@@H]1[C@H](NP(=O)(c1ccccc1)c1ccccc1)c1ccccc1,4%,4%,·,0%,-2%,0%,5%,-6%
c1csc(CNc2cc(-c3ccoc3)ncn2)c1,·,·,?,-6%,·,4%,?,·
CCOC(=O)C1CCCCN1Cc1ccccc1C(F)(F)F (stereo not given),-3%,?,7%,-3%,-1%,-23%,-9%,-2%

# Of the compounds above, these have a tert-butyl group.
SMILES,TRb-SRC2 inh,KDM4E inh,Lamin A splicing,GoLoco inh red,TR SRC2 fluor cs,RECQ1 helicase,ALDH1A1 inh,SMN2 splice up
CC(C)(C)c1ccc(NC(=O)Nc2ccc3ccccc3n2)cc1,1%,4%,·,-4%,-5%,-3%,·,·
CC(C)(C)c1ccc(C(=O)Nc2ccccc2NC(=O)c2ccco2)cc1,-5%,-11%,-6%,4%,0%,?,-7%,-13%

# Screens as filed in PubChem.
